# Screens: PubChem BioAssay, Sanford-Burnham Center for Chemical Genomics
# ATG4B inhibitor: ATG4B protease inhibitors, primary screen, biochemical, fluorescence, uHTS; ATG4B cleavage of LC3-PLA2, NBD-HPC fluorescence, 1 h; 340,000 compounds, 0.51% hits; Cysteine protease ATG4B (Homo sapiens), Q9Y4P1; inhibition, % at 8.33 µM; AID 504462, 2011; in the data active = inhibition above about 40%
# Target sequence (Q9Y4P1 whole entry, looked up): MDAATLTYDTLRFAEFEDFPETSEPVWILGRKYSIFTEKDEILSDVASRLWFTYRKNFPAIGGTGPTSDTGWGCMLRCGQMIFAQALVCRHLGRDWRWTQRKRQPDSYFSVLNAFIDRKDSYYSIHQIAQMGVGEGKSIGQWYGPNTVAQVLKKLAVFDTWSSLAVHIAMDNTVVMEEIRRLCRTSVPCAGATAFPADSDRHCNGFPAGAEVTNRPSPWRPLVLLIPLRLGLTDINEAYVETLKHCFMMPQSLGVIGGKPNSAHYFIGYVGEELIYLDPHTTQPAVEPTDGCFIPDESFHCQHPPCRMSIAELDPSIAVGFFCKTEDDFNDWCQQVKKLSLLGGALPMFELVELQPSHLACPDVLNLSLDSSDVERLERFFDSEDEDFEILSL
# UBC13 polyUb: UBC13 polyubiquitin chain formation inhibitors, primary screen, biochemical, TR-FRET, uHTS | Ubiquitin-conjugating enzyme E2 N (Homo sapiens), P61088 | inhibition, % at 20 µM | 330,000 compounds, 0.47% hits; in the data active = inhibition above about 45%, passing the limit was not always enough
# APJ antagonist: antagonists of human apelin receptor APJ, primary screen, CHO-K1 cells, beta-arrestin complementation, luminescence; inhibition, % at 20 µM; 330,000 compounds, 0.32% hits; AID 2521, 2010;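 active = inhibition above about 40% at 20 µM, limit read from the data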;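 note: cells challenged with 10 nM apelin-13 agonist together with compound; plate controls were apelin-13 plus DMSO wells for no effect and DMSO wells lacking apelin-13 for full effect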
# CXCR6 inh: CXCR6 receptor inhibitors, primary screen, cell-based, beta-arrestin, luminescence, CHO-K1 PathHunter, 1536-well; 360,000 compounds, 0.36% hits; inhibition, % at 20 µM; C-X-C chemokine receptor type 6 (Homo sapiens), O00574; in the data active = inhibition above about 34%, passing the limit was not always enough;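 note: antagonist mode with CXCL16 agonist at 10 nM final; 0% = 10 nM CXCL16 with DMSO and 100% = unstimulated wells without agonist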
# Target sequence (O00574 whole entry, looked up): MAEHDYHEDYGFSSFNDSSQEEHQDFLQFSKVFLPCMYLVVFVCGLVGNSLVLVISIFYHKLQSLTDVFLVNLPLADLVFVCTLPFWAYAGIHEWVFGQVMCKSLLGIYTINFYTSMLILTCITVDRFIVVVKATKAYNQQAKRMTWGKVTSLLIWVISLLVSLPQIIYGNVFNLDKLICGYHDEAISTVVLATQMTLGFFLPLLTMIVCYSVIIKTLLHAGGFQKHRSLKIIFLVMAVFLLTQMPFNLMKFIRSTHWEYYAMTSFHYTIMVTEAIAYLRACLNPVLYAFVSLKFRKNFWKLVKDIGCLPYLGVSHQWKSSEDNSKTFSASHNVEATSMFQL
# Gli-Sufu antag: Gli-Sufu pathway antagonists, primary screen, luciferase luminescence, Sufu-KO-LIGHT cells, uHTS; Sufu-KO-LIGHT fibroblasts, Gli luciferase reporter luminescence; inhibition, % at 5 µM; 340,000 compounds, 0.74% hits; AID 588413, 2011;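 active = inhibition above about 55%, limit read from the data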;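 note: 0% = DMSO-treated cells and 100% = wells with medium but no cells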
# APJ ag: agonists of human apelin receptor APJ, primary screen, CHO-K1 cells, PathHunter beta-arrestin, luminescence. 0% DMSO wells, 100% apelin. 330,000 compounds, 0.11% hits. activation, % at 20 µM. P35414;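 active = activation more than six SD over the plate average, tested at 20 µM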;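 note: 0% = DMSO alone and 100% = apelin-13 at 10 nM; some results filed as inactive read as strong as hits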
#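 Test system: CHO-K1 APJ beta-arrestin complementation cell line. Amount: cell density 1000 per well. Controls: DMSO negative, 10 nM Apelin-13 positive. Signal: luminescent beta-gal fragment complementation, chemiluminescent substrate. Read-out basis: agonist-driven arrestin binding to APJ. Timing: compound stimulation 90 min at 25 °C, detection 60 min.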
# CCR6 antag: CCR6 receptor antagonists, primary screen, cell-based, CHO-K1, luminescence, beta-arrestin, uHTS | C-C chemokine receptor type 6 (Homo sapiens), P51684 | CHO-K1 CCR6 PathHunter beta-arrestin, CCL20-stimulated | inhibition, % at 20 µM | 340,000 compounds, 0.49% hits;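 active = compounds whose inhibition of the agonist-driven luminescence signal at 20 µM reaches about 50%, limit read from the data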;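 note: cells stimulated with CCL20 at 14 nM final; plate controls were DMSO with CCL20 for no effect and DMSO without agonist for full effect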
# EBI2 block: EBI2 receptor antagonists, beta-arrestin recruitment, primary screen, cell-based, luminescence, 7a,25-OHC stimulation, uHTS. 7a,25-OHC stimulated. inhibition, % at 5 µM. 360,000 compounds, 0.81% hits. AID 651636, 2012; in the data active = inhibition above about 38%;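 note: enzyme fragment complementation signal reports receptor beta-arrestin coupling in cells; 0% = agonist plus DMSO wells and 100% = wells without agonist; some results beyond the cut were filed as inactive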
# Target sequence (P32249 whole entry, looked up, the tested form may be a part): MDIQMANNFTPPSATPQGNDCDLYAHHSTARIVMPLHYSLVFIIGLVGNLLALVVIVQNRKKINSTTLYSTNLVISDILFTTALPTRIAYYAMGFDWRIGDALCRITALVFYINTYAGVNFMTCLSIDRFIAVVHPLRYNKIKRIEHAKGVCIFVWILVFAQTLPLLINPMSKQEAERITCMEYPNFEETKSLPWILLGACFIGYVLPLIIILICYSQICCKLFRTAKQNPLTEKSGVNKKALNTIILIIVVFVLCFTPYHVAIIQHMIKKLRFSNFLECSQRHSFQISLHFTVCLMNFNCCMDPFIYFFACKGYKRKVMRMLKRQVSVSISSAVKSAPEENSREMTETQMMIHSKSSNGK
# * marks the source's active call; other numbers are inactive results; / = not tested or not shown.
(1) COc1ccc(/C=C/C(=O)NCCN2CCOCC2)cc1OC
(2) C=CCSc1nc(N)c(C#N)c(-c2ccc(C)cc2)c1C#N
(3) Cc1ccccc1CS(=O)(=O)Cc1ccc(C(=O)NCC2CCCO2)o1 (stereo not drawn)
(4) CCOc1ccccc1C(=O)NCCc1cnc[nH]1
(5) CNc1nc(NN)nc(Nc2ccccc2)n1
(6) CCOC(=O)Nc1cccc(OCC(=O)Nc2ccccc2OCC)c1
(7) Cc1ccc(C(=O)Nc2c3c(nn2C(C)(C)C)CS(=O)(=O)C3)cc1C
(8) O=C(N/N=C/C(Br)=C/c1ccccc1)C(O)c1ccccc1 (stereo not drawn)

Compound	1	2	3	4	5	6	7	8
UBC13 polyUb	-5	10	-7	-8	-8	18	7	-2
EBI2 block	-10	9	4	-3	3	4	-13	3
CXCR6 inh	2	6	3	-4	5	8	-4	5
Gli-Sufu antag	-6	0	5	16	27	9	8	-7
ATG4B inhibitor	-6	-12	0	-9	2	-9	-5	-9
APJ ag	-3	-6	2	-2	-1	-2	-2	-1
CCR6 antag	-2	13	5	4	-7	-2	-4	3
APJ antagonist	9	-17	3	-20	-10	-5	0	-6

# An excerpt from above in order of number of heavy atoms, falling.
(6) CCOC(=O)Nc1cccc(OCC(=O)Nc2ccccc2OCC)c1
(7) Cc1ccc(C(=O)Nc2c3c(nn2C(C)(C)C)CS(=O)(=O)C3)cc1C
(2) C=CCSc1nc(N)c(C#N)c(-c2ccc(C)cc2)c1C#N
(4) CCOc1ccccc1C(=O)NCCc1cnc[nH]1
(5) CNc1nc(NN)nc(Nc2ccccc2)n1

Compound	6	7	2	4	5
UBC13 polyUb	18	7	10	-8	-8
EBI2 block	4	-13	9	-3	3
CXCR6 inh	8	-4	6	-4	5
Gli-Sufu antag	9	8	0	16	27
ATG4B inhibitor	-9	-5	-12	-9	2
APJ ag	-2	-2	-6	-2	-1
CCR6 antag	-2	-4	13	4	-7
APJ antagonist	-5	0	-17	-20	-10

# New compounds follow.
(9) COc1ccc(N(CC(=O)NC(C)C)S(=O)(=O)c2ccc(NC(C)=O)cc2)cc1
(10) CCOc1ccc(C(=O)N(Cc2ccc(N(C)C)cc2)C2CCS(=O)(=O)C2)cc1 (stereo not drawn)
(11) CCc1ccc(C(=O)COC(=O)CCc2nc3ccccc3c(=O)[nH]2)cc1
(12) O=C(CNC(=O)c1ccccc1Cl)Nc1ccc(F)cc1
(13) NC(=O)CCCn1c(C(=O)c2cc(Cl)c(N)c(Cl)c2)c2ccc([N+](=O)[O-])cc2[n+]1[O-]
(14) COc1ccc(CCC(=O)Nc2ccc(N3CCOCC3)cc2)cc1
(15) O=C1/C(=C/c2cccnc2)SC(=S)N1c1ccc(O)cc1
(16) COc1cc(/C=C2/CCC/C(=C\c3cc(O)c(OC)c(Cl)c3)C2=O)cc(Cl)c1O

Compound	9	10	11	12	13	14	15	16
UBC13 polyUb	-8	7	13	1	82*	-4	-15	-135
EBI2 block	-7	8	4	-16	15	2	10	24
CXCR6 inh	0	-1	2	0	-20	1	-4	26
Gli-Sufu antag	-3	-6	-3	38	9	-6	4	5
ATG4B inhibitor	-6	-8	-6	1	6	-2	-5	13
APJ ag	3	1	-1	0	21	-2	2	-8
CCR6 antag	-1	1	0	4	-5	-4	12	74*
APJ antagonist	0	5	13	4	-112	-1	-25	38

(17) O=C(NCc1ccc2c(c1)OCO2)c1ccc(CS(=O)(=O)c2ccc(Br)cc2)o1
(18) O=C(Nc1ccccc1C(=O)NCCCN1CCOCC1)c1ccc(F)cc1
(19) CCOC(=O)c1ccc(NC(=S)NCCc2ccccc2)cc1
(20) CC(=O)c1ccc(NC(=O)CSc2nnc(NC(=O)CN3CCOCC3)s2)cc1
(21) COCCn1nnnc1C(c1ccccc1)N1CCN(Cc2ccc3c(c2)OCO3)CC1 (stereo not drawn)
(22) Cc1cccc(C(=O)NCC(=O)N2CCN(S(=O)(=O)c3ccc4c(c3)OCCO4)CC2)c1
(23) COc1ccc(C(=O)NC(=S)N(C)C2CCCCC2)cc1Br
(24) C/C(=N/N=C1/NC(=O)CC(C(=O)Nc2ccccc2)S1)c1cccs1 (stereo not drawn)

Compound	17	18	19	20	21	22	23	24
UBC13 polyUb	-1	2	0	-3	-9	-13	1	-25
EBI2 block	-6	5	10	1	-9	10	4	-16
CXCR6 inh	1	-1	-10	-4	14	-3	31	-6
Gli-Sufu antag	-4	4	-21	0	-7	7	28	-6
ATG4B inhibitor	-7	-1	2	-14	-8	-20	-2	-4
APJ ag	-4	-1	-1	0	-3	-3	-1	-3
CCR6 antag	10	14	12	30	26	-4	29	-2
APJ antagonist	-4	-6	-4	-20	-2	7	22	11

(25) CC(=O)N1CCN(c2ccc(NC(=O)c3ccccc3)cc2)CC1
(26) COc1ccc(N2CCN(C(=O)c3ccc(CNS(=O)(=O)c4ccc(C)cc4)cc3)CC2)cc1
(27) COc1cc(C(=O)OCC(=O)Nc2ccc(N3CCOCC3)cc2)ccc1OCC(C)C
(28) O=C(Nc1ccc2c(c1)OCO2)Nc1cnccn1
(29) O=C(NCCC(=O)N1O[C@@H]2C=C[C@H]1C2)OCC1c2ccccc2-c2ccccc21
(30) O=C(O)c1ccc(N/N=C/c2ccc3c(c2)OCO3)cc1
(31) Cc1cc(C)c2c(N)c(C(=O)Nc3cccc(C)c3C)sc2n1
(32) CC(C)Oc1ccc(CN2CCC(n3nccc3NC(=O)CCc3ccccc3)CC2)cc1

Compound	25	26	27	28	29	30	31	32
UBC13 polyUb	-1	8	3	-8	/	-2	8	-5
EBI2 block	0	3	-4	-4	-11	-6	-2	0
CXCR6 inh	4	3	-2	-1	-10	0	0	-12
Gli-Sufu antag	0	-16	-11	-2	-6	48	-19	25
ATG4B inhibitor	-5	-17	2	17	-3	2	2	1
APJ ag	2	-5	-7	1	/	-3	-1	-3
CCR6 antag	9	9	8	14	13	-7	16	8
APJ antagonist	5	-6	-55	19	/	-5	-2	8

(33) CC(=O)CSc1ncnc2sc3c(c12)CCCC3
(34) CC1=NN(C(=O)c2ccc(Cn3ccc([N+](=O)[O-])n3)cc2)C(O)(C(F)(F)F)C1 (stereo not drawn)
(35) O=C(NC(CO)C(=O)OCc1ccccc1)OCc1ccccc1 (stereo not drawn)
(36) COc1cc(C(=S)N2CCOCC2)ccc1OS(=O)(=O)c1ccc(C)cc1
(37) Cc1nc2ccc(NC(=O)c3cccnc3)cc2s1
(38) COc1ccc(-c2noc(CCC(=O)N3CCN(c4cccc(C(F)(F)F)c4)CC3)n2)cc1
(39) Cc1cc(=O)c2n(Cc3ccccc3Cl)nc[n+]2[nH]1
(40) Cc1ccc(C)c(NC(=O)CN(C)C(=O)COc2ncnc3sccc23)c1

Compound	33	34	35	36	37	38	39	40
UBC13 polyUb	6	4	0	1	1	1	15	-4
EBI2 block	-2	-1	6	-19	0	-1	-5	-8
CXCR6 inh	-7	6	2	-6	-2	-5	5	1
Gli-Sufu antag	-2	0	-6	11	-11	9	0	0
ATG4B inhibitor	8	-2	-2	4	-3	-4	-2	2
APJ ag	-4	-2	-2	-3	-3	1	-1	-2
CCR6 antag	14	10	-1	3	-14	32	5	15
APJ antagonist	8	2	21	6	13	7	3	9

(41) Cc1c(S(=O)(=O)c2ccccn2)c(N)n(Cc2ccccc2Cl)c1C
(42) CCOC(=O)C1Nc2ccccc2C2C(O)C(O)CC12 (stereo not drawn)
(43) O=C(CSc1nc2ccccc2s1)N1N=C(c2cccs2)CC1c1ccc(F)cc1 (stereo not drawn)
(44) C=CCNC(=O)c1onc(CSc2cccc(Cl)c2)c1C(=O)O
(45) COc1ccc([C@H]2/C=C\CN(S(=O)(=O)c3cccc4cccnc34)[C@@H](C)C(=O)N2Cc2ccc(F)cc2)cc1
(46) CN1CCN(NC(=O)Nc2cc(Cl)cc(Cl)c2)CC1
(47) CN(C)CCCNc1oc(-c2ccc(Cl)cc2)nc1C#N
(48) COc1cc2c(cc1OC)C(=O)CCC2

Compound	41	42	43	44	45	46	47	48
UBC13 polyUb	4	-27	15	-2	-4	-6	9	/
EBI2 block	6	10	32	7	13	-9	-18	2
CXCR6 inh	2	16	3	6	6	8	-3	0
Gli-Sufu antag	7	-7	6	-5	31	10	-9	-7
ATG4B inhibitor	-6	-3	-9	-5	-17	-6	0	0
APJ ag	-3	-1	-3	8	-4	6	-4	/
CCR6 antag	6	22	13	5	10	-13	21	4
APJ antagonist	17	-9	14	-5	6	-23	19	/

# Structural class: the compounds so far containing a thiophene ring, fused or not.
(24) C/C(=N/N=C1/NC(=O)CC(C(=O)Nc2ccccc2)S1)c1cccs1 (stereo not drawn)
(31) Cc1cc(C)c2c(N)c(C(=O)Nc3cccc(C)c3C)sc2n1
(33) CC(=O)CSc1ncnc2sc3c(c12)CCCC3
(40) Cc1ccc(C)c(NC(=O)CN(C)C(=O)COc2ncnc3sccc23)c1
(43) O=C(CSc1nc2ccccc2s1)N1N=C(c2cccs2)CC1c1ccc(F)cc1 (stereo not drawn)

Compound	24	31	33	40	43
UBC13 polyUb	-25	8	6	-4	15
EBI2 block	-16	-2	-2	-8	32
CXCR6 inh	-6	0	-7	1	3
Gli-Sufu antag	-6	-19	-2	0	6
ATG4B inhibitor	-4	2	8	2	-9
APJ ag	-3	-1	-4	-2	-3
CCR6 antag	-2	16	14	15	13
APJ antagonist	11	-2	8	9	14

# Further records
(49) CS(=O)(=O)N(CC(=O)NC1CCCC1)C1CCCCC1
(50) CN1/C(=C\C=C(/C#N)C(=O)Nc2ccc(Cl)cc2)C(C)(C)c2ccccc21
(51) Cc1ccc2cn[nH]c2c1[N+](=O)[O-]
(52) C=CCNC(=O)C1CCN(S(=O)(=O)c2ccc3ccccc3c2)CC1
(53) O=C(Cc1ccc(F)cc1)Nc1ccc(S(=O)(=O)N2CCCC2)cc1
(54) O=C(Nc1nnc(Cc2ccccc2)s1)C1CCN(C(=O)c2ccco2)CC1
(55) COc1ccc(-c2noc3c2-c2nc(-c4ccc(C)cc4)sc2CC3)cc1
(56) Cc1ccc(NC(=O)CN2CCCC2)cc1

Compound	49	50	51	52	53	54	55	56
UBC13 polyUb	-5	-20	-8	-8	-6	-3	9	-9
EBI2 block	-3	18	-14	-8	-7	-2	6	-11
CXCR6 inh	5	0	13	-11	-5	-5	1	6
Gli-Sufu antag	-9	2	-5	5	21	17	-11	-14
ATG4B inhibitor	-5	7	-5	-8	-3	-7	6	-1
APJ ag	-3	-1	-4	4	-1	1	-3	0
CCR6 antag	4	-4	-6	10	18	10	9	8
APJ antagonist	-4	19	12	13	14	19	-34	-7

(57) O=C(CCCC(=O)OCC(=O)c1cccs1)Nc1ccc(Oc2ccccc2)cc1
(58) O=C(Nc1ccc2c(c1)oc1ccccc12)C1CC1
(59) CCOC(=O)Cc1cnc(NC(=O)CSc2nc(C)cc(C)n2)s1
(60) O=C(CN(c1ccccn1)S(=O)(=O)c1ccccc1)Nc1ccccc1
(61) C/C(=N\NC(=S)NCc1ccccc1)c1ccccc1F
(62) CCn1c(N)c(C(N)=O)sc1=S

Compound	57	58	59	60	61	62
UBC13 polyUb	2	2	10	5	2	-5
EBI2 block	-3	0	-9	5	-3	-1
CXCR6 inh	-2	4	-4	-4	5	-1
Gli-Sufu antag	-4	12	0	6	-10	-26
ATG4B inhibitor	-1	-7	6	-8	-8	0
APJ ag	-4	-6	-2	-1	1	-4
CCR6 antag	-2	-22	-7	8	32	4
APJ antagonist	-17	1	3	11	23	10
